Screening data: PubChem, several laboratories
Dengue-2 NS5 capping: flavivirus cap methylation enzyme inhibition – biochemical, confirmation dose response, primary screen (AID 588689). Dengue-2 NS5 methyltransferase capping enzyme assay, biochemical; higher % means a stronger effect. inhibition, % at 25 µM, or IC50 in µM where a hit was titrated. hit rate 0.3% among 340,000; in the data active = a potency from the dose series; inconclusive = inhibition above about 29% without an active follow-up result
MgcRacGAP inhibition: MgcRacGAP GTPase-activating activity inhibitors, confirmation, biochemical, ADP Hunter fluorescence. inhibition, % at 30 µM; hits with a dose series show IC50 in µM. hit rate 0.6% among 340,000. AID 624330. MgcRacGAP-stimulated Rac1 GTP hydrolysis, ADP Hunter fluorescence; higher % means a stronger effect; GST-tagged Rac1 F28L mutant substrate;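 active = first-screen hits whose inhibition reached a set limit at any dose in the follow-up dose series; inconclusive = inhibition above the set first-screen limit but never retested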;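 also: fluorescence reports GDP produced by GAP-driven GTP hydrolysis; strong numbers were not always called active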
SIAH1 antagonists: blockers of Siah-1 interaction with plectin peptide – biochemical, fluorescence polarization, rhodamine-plectin, uHTS, primary screen (AID 1817); one-dose displacement, % at 20 µM; IC50 in µM for titrated hits; Siah-1 / rhodamine-plectin peptide fluorescence polarization; higher % means a stronger effect; hit rate 0.02% among 290,000;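 active = displacement of at least 50% at 20 µM, with a fluorescence ratio check between 0.3 and a set limit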;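 also: plate controls were Siah plus tracer with DMSO for no effect and tracer alone without Siah for full effect; strong numbers were not always called active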
SV40 large T antigen: TAg ATPase/helicase activity blockers – biochemical (AID 1903); hit rate 0.39% among 310,000; SV40 large T antigen ATPase/helicase inhibition assay; higher % means a stronger effect; one-dose inhibition, % at 20 µM; IC50 in µM for titrated hits; in the data active = a potency from the dose series; inconclusive = inhibition mostly from about 32% at the one dose, without a potency; inactive = the rest, 99 in 100 with inhibition below about 32%; also: strong numbers were not always called active
AID2073: inhibitors of Mint1-CaV2.2 protein interaction, biochemical, HTRF (AID 2073); HTRF protein-protein interaction, Mint1-CaV2.2; higher % means a stronger effect; inhibition, % at 20 µM, or IC50 in µM where a hit was titrated; hit rate 0.19% among 290,000; in the data active = inhibition mostly above about 51%, no sharp cut-off; inconclusive = no clear call, values can overlap the other calls; inactive = mostly below about 53%; also: some results filed as inactive read as strong as hits
NTR1 ag: NTR1-driven beta-arrestin-GFP spot formation – imaging, U2OS cells, high content, primary screen (AID 493036). P30989. agonist mode. activation, % at 20 µM. hit rate 0.17% among 330,000;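 active = activation at or above 40% of the spot to cytoplasm intensity ratio, with at least 20 cells analyzed; inconclusive = wells under 20 cells, flagged as cytotoxic or low count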;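 also: 0% = DMSO without peptide and 100% = 100 nM NTR1 peptide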
Target sequence (P30989 whole entry, looked up): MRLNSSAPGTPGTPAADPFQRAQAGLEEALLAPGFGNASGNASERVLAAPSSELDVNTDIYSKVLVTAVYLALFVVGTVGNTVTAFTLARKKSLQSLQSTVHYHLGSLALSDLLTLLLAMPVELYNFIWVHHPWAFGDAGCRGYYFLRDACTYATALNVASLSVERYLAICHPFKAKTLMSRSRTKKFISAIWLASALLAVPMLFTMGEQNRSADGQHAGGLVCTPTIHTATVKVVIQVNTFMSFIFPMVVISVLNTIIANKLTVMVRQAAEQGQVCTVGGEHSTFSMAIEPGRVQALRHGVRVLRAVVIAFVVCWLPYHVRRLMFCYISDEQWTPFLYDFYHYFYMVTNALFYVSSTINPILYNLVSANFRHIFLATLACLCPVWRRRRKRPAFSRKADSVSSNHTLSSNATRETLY
West Nile antiviral: West Nile virus antiviral activity, cell-based, CPE readout (AID 1621). CPE inhibition, % at 10 µM, or IC50 in µM where a hit was titrated. hit rate 0.02% among 290,000. West Nile virus-infected cells, CPE inhibition; higher % means a stronger effect; in the data active = a potency from the dose series; inconclusive = CPE inhibition mostly from about 3.7% at the one dose, without a potency; inactive = the rest, 99 in 100 with CPE inhibition below about 2.2%; also: strong numbers were not always called active
UTI89 phage lysis: inhibition of K1F phage lysis, E. coli UTI89, bacterial capsule biogenesis inhibitors, alamar blue (AID 488966). inhibition, % at 100 µM; hits with a dose series show IC50 in µM. E. coli UTI89 K1F phage lysis, alamar blue, 2 h; higher % means a stronger effect. hit rate 0.02% among 340,000;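 active = phage lysis inhibition, versus mean bacterial control, above a set limit; inconclusive = no clear call, values can overlap the other calls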;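 also: capsule biogenesis inhibitors block K1F phage lysis so surviving cells raise fluorescence; higher fluorescence means more inhibition of phage lysis; actives were called in the ten point dose series up to 300 µM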
RSV CPE inhibition: RSV antiviral activity via CPE protection, HEp-2 cells, primary 10 µM value included (AID 2391); HEp-2 cells, RSV-induced CPE inhibition; higher % means a stronger effect; one-dose CPE inhibition, % at 10 µM; IC50 in µM for titrated hits; hit rate 0.13% among 310,000; in the data active = a potency from the dose series; inconclusive = CPE inhibition mostly from about 23% at the one dose, without a potency; inactive = the rest, 99 in 100 with CPE inhibition below about 21%; also: strong numbers were not always called active
NTR1 ag cell count 20 µM: also measured in NTR1 ag; calls as there; cell count; measured here: cell count, cytotoxicity flag
Dengue-2 NS5 capping pilot replicate: recorded beside Dengue-2 NS5 capping, whose call it bears; inhibition, %; measured here: pilot screen replicate inhibition
Numbers without * were called inactive; ? = inconclusive; . = not tested or not shown; [ ] = remark or other dose. The order is random; overall some 1.6% were active at least once.

SMILES	Dengue-2 NS5 capping	MgcRacGAP inhibition	SIAH1 antagonists	SV40 large T antigen	AID2073	NTR1 ag	NTR1 ag cell count 20 µM	West Nile antiviral	UTI89 phage lysis	RSV CPE inhibition	others
O=C(N/C(=C/c1cccs1)C(=O)N1CCCC1)c1ccccc1	-5.0%	1.8%	2.1%	0.9%	-1.9%	-0.6	36	-0.3%	1.3%	1.5%
CN1CCN(CC2(O)CCN(S(=O)(=O)c3ccc(Cl)cc3)CC2)CC1	.	7.8%	-0.1%	3.9%	25.1%	-0.9	88	0.1%	0.5%	-1.8%
CC(=O)c1cn(C)c(=O)c2ccccc12	.	.	-2.9%	6.3%	1.8%	-0.2	59	0.2%	.	.
Cc1cccn2cc(CNc3ccccc3)nc12	-4.0%	7.6%	1.5%	15.2%	-4.0%	0.4	65	-0.2%	2.5%	3.9%
CCNc1nc(NC(C)C)nc(SCCOc2ccc(C)cc2)n1	-4.2%	7.3%	1.6%	1.0%	-6.4%	12.1	65	-0.2%	0.2%	13.2%
NS(=O)(=O)c1ccc(CNC(=O)c2csc3c2CCCC3)cc1	-5.1%	6.6%	2.6%	3.6%	1.3%	0.4	41	-0.5%	-0.7%	2.7%
COc1nc(NCC(C)C)nc(Oc2ccc(=O)n(-c3ccccc3)n2)n1	-8.3%	2.5%	-0.5%	10.0%	16.9%	-2.9	64	-0.4%	-1.2%	1.1%
Cc1nn(CC(=O)Nc2ccc(C(=O)N3CCCC3)cc2)c(=O)c2ccccc12	-5.7%	2.2%	1.3%	0.4%	-0.7%	-0.8	79	-0.5%	0.1%	0.4%
CCC(=O)c1cn(CC(=O)Nc2cccc(C)c2)c2ccccc12	-5.4%	7.2%	-2.9%	24.7%	17.7%	0.5	72	-1.0%	0.2%	1.4%
COc1cc(C(O)P(=O)(OC(C)C)OC(C)C)cc(OC)c1OC (stereo not drawn)	-3.9%	-1.7%	-4.4%	19.9%	0.9%	0.2	83	0.2%	1.1%[50 µM]	0.2%
Cc1cc(C)cc(N(CC(=O)NC2CCC(C)CC2)S(=O)(=O)c2c(C)[nH]c(=O)[nH]c2=O)c1 (stereo not drawn)	-1.7%	9.4%	1.6%	6.0%	25.3%	-0.6	48	0.5%	-0.2%	3.0%
CN(C)S(=O)(=O)c1cccc(NC(=S)N/N=C/C(c2ccccc2)c2ccccc2)c1	0.0%	1.6%	-2.3%	8.7%	-6.8%	-1.0	57	0.0%	-0.3%	21.0%
Cc1cccc(NC(=S)NNC(=O)c2cccc([N+](=O)[O-])c2)c1	3.8%	13.5%	8.2%	18.9%	-11.3%	1.4	64	0.0%	0.2%	3.0%
Cc1cc2cc(CNC(=O)c3ccc(Br)o3)ccc2[nH]1	21.6%	3.6%	0.2%	?	12.7%	-3.2	64	0.1%	2.1%	-0.5%
O=C(NCc1ccccc1)c1onc(CSc2ccc(F)c(F)c2)c1C(=O)NCc1ccccc1	-4.8%	4.9%	.	10.7%	.	3.2	85	-0.3%	1.3%	5.4%
COc1ccccc1CN1CCNC(=O)C1CC(=O)N(C)CC1CCOCC1 (stereo not drawn)	5.4%	4.8%	-1.3%	12.8%	-11.1%	-1.1	47	0.3%	0.0%	4.1%
COc1cc(C)c(C(C)C)cc1S(=O)(=O)NC1CC(C)(C)NC(C)(C)C1	-3.3%	9.1%	2.9%	1.1%	8.1%	1.4	66	-1.4%	0.1%	-2.4%	Dengue-2 NS5 capping pilot replicate=-7.6
Cc1ccccc1-c1nc(-c2ccc(Br)o2)no1	-5.2%	10.9%	7.7%	8.6%	2.7%	2.5	95	-0.7%	0.1%	4.5%
Cc1ccc(NC(=O)C(=Cc2ccc(C(=O)O)cc2)C(=O)Nc2ccc(C)cc2C)c(C)c1	>100µM*	-4.5%	3.3%	23.4%	3.9%	1.2	58	13.0%	-0.2%	-3.7%
Cc1nnc(NC(=O)c2ccc3nccnc3c2)s1	-3.0%	6.0%	.	.	.	-0.2	57	.	-0.2%[50 µM]	.
COc1ccc(CCNC2CCC(c3ccccc3)CC2)cc1 (stereo not drawn)	-17.5%	-1.3%	-6.4%	2.6%	11.8%	-0.3	60	-0.7%	-2.2%	0.1%
COc1ccc(C(=O)CN2C(=O)NC3(CCCCCC3)C2=O)c(OC)c1	-2.2%	4.8%	.	3.3%	.	-0.7	70	.	1.9%[50 µM]	0.9%
COc1ccc(-n2cccc2C=O)cc1OC	-3.4%	-1.4%	0.6%	1.6%	22.6%	5.6	92	0.0%	0.4%	1.2%
Cn1c(=O)n(C)c2cc(S(=O)(=O)Nc3cc(Cl)ccc3O)ccc21	-43.4%	6.4%	5.3%	-4.7%	19.9%	0.3	55	-0.4%	0.9%	16.8%
CCOC(=O)c1c(C)[nH]c(C(=O)CN2CCN(CC)CC2)c1C	-2.9%	60.6µM*	11.0%	6.3%	-7.8%	0.9	70	0.5%	0.9%[50 µM]	-1.2%
SMILES	Dengue-2 NS5 capping	MgcRacGAP inhibition	SIAH1 antagonists	SV40 large T antigen	AID2073	NTR1 ag	NTR1 ag cell count 20 µM	West Nile antiviral	UTI89 phage lysis	RSV CPE inhibition	others
O=Cc1coc2ccc3ccccc3c2c1=O	23.6%	7.3%	-0.8%	12.7%	14.9%	2.3	68	-0.8%	0.3%	3.1%
CCOc1ccc(NC2=C(Cl)C(=O)N(Cc3ccccc3)C2=O)cc1	1.7%	6.5%	3.5%	8.5%	14.7%	3.9	36	1.3%	5.3%	-1.2%
COc1ccc(C(CC(=O)O)NS(=O)(=O)c2ccc3c(c2)NC(=O)CO3)cc1 (stereo not drawn)	-5.3%	5.9%	0.7%	4.0%	-6.3%	-0.7	48	-0.5%	0.1%	0.7%
COc1ccc(N2CCN(c3nc4ccc(C)cn4c(=O)c3C=O)CC2)cc1	-2.7%	28.4%	-10.0%	33.4%	-8.1%	0.7	79	0.6%	0.1%	4.5%
CCOC(=O)C1(CCc2ccccc2)CCN(C(=O)C2CCCO2)CC1 (stereo not drawn)	-5.1%	6.4%	1.8%	2.0%	3.8%	-0.1	54	-0.8%	-0.2%	0.3%
Cc1cc(C)n2c(SCc3ccc(Cl)cc3Cl)nnc2n1	0.7%	1.1%	-1.4%	2.5%	7.0%	2.8	49	-0.4%	0.0%	18.0%
COc1ccc2[nH]c(=O)c(CN(Cc3cccnc3)C(=O)Nc3ccccc3)cc2c1	-1.8%	6.0%	-2.6%	9.5%	5.7%	1.9	68	0.6%	0.0%	0.2%
Nc1nc(SCC(=O)c2ccc(Br)s2)n[nH]1	.	.	-1.7%	8.2%	5.8%	-0.7	57	-0.5%	.	-1.3%
CC(=O)Nc1ccc2c(c1)nc(CN1CCCC1)n2C	-6.4%	13.5%	-4.0%	7.3%	5.4%	0.7	62	0.4%	-1.3%	0.6%
COC(=O)c1ccc2nc(NC(=O)CSCC(=O)OCC(=O)c3ccccc3)sc2c1	1.9%	-0.5%	2.6%	11.6%	3.4%	-0.1	73	0.3%	-0.2%	0.9%
CN1C(=O)C(=O)/C(=C(/O)c2ccccc2)C1c1ccc([N+](=O)[O-])cc1 (stereo not drawn)	-5.4%	2.4%	-4.2%	8.8%	-3.2%	-1.0	55	0.4%	0.3%	1.0%
Cc1ccc(C(=O)NC2(C(F)(F)F)NC(=O)N(c3ccc(Cl)cc3)C2=O)cc1 (stereo not drawn)	5.1%	-0.6%	9.7%	9.0%	-0.4%	3.6	39	-1.4%	4.8%	?
CCCCn1c(N(CCOC(C)=O)C(C)=O)nc2ccccc21	0.0%	3.3%	.	8.8%	.	0.8	64	-0.6%	-0.3%	-0.4%	Dengue-2 NS5 capping pilot replicate=1.5
COC(c1ccccc1)c1c(-c2ccccc2)nn(C)c1Cl (stereo not drawn)	-3.2%	5.5%	1.5%	14.6%	1.9%	-1.6	99	-0.9%	0.1%	5.4%
Cc1cc(N2CCC(C)CC2)c(F)cc1[N+](=O)[O-]	-4.2%	0.3%	6.3%	2.3%	-9.5%	1.5	64	0.7%	0.5%	1.4%
COc1ccccc1N1CCN(C(=O)CCNS(=O)(=O)c2cc(Br)cnc2N)CC1	19.7%	-0.1%	-3.6%	6.4%	9.7%	-0.9	57	0.0%	0.1%	0.7%
COc1ccc(C(=O)Nn2c(SCC(=O)NC3CCCCC3)nc3ccccc3c2=O)cc1	-42.8%	4.0%	-7.3%	-3.2%	1.1%	1.3	82	0.5%	9.3%	-0.7%
C[C@@H]1CN([C@@H](C)CO)C(=O)c2cc(NC(=O)CCN3CCOCC3)ccc2O[C@@H]1CN(C)C(=O)Nc1ccccc1	-0.3%	10.8%	.	.	.	0.1	50	.	0.4%	.
O=C(CN(C(=O)CCC(=O)Nc1nccs1)c1ccccc1F)NCc1ccc(F)cc1	3.3%	8.0%	7.5%	9.7%	8.6%	0.8	60	-0.2%	0.2%	0.8%
N#Cc1c2ccc(OCC(N)=O)cc2n2ccccc12	14.0%	15.6%	1.7%	5.5%	38.9%	0.2	39	-0.1%	-0.4%	1.2%

Filtered by structure: the compounds so far with a Cl atom.
SMILES	Dengue-2 NS5 capping	MgcRacGAP inhibition	SIAH1 antagonists	SV40 large T antigen	AID2073	NTR1 ag	NTR1 ag cell count 20 µM	West Nile antiviral	UTI89 phage lysis	RSV CPE inhibition	others
CN1CCN(CC2(O)CCN(S(=O)(=O)c3ccc(Cl)cc3)CC2)CC1	.	7.8%	-0.1%	3.9%	25.1%	-0.9	88	0.1%	0.5%	-1.8%
Cn1c(=O)n(C)c2cc(S(=O)(=O)Nc3cc(Cl)ccc3O)ccc21	-43.4%	6.4%	5.3%	-4.7%	19.9%	0.3	55	-0.4%	0.9%	16.8%
CCOc1ccc(NC2=C(Cl)C(=O)N(Cc3ccccc3)C2=O)cc1	1.7%	6.5%	3.5%	8.5%	14.7%	3.9	36	1.3%	5.3%	-1.2%
Cc1cc(C)n2c(SCc3ccc(Cl)cc3Cl)nnc2n1	0.7%	1.1%	-1.4%	2.5%	7.0%	2.8	49	-0.4%	0.0%	18.0%
Cc1ccc(C(=O)NC2(C(F)(F)F)NC(=O)N(c3ccc(Cl)cc3)C2=O)cc1 (stereo not drawn)	5.1%	-0.6%	9.7%	9.0%	-0.4%	3.6	39	-1.4%	4.8%	?
COC(c1ccccc1)c1c(-c2ccccc2)nn(C)c1Cl (stereo not drawn)	-3.2%	5.5%	1.5%	14.6%	1.9%	-1.6	99	-0.9%	0.1%	5.4%
